High-throughput results deposited in PubChem by several laboratories.
STK33 kinase inh = inhibitors of human STK33 kinase; purified STK33, MBP phosphorylation, ADP-Glo luminescence; inhibition, % at 10 µM; 0.073% of 320,000 active; AID 2661;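 active = inhibition at or above 25%, using the most active replicate where run in duplicate; inactive = inhibition below 25%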
Target sequence (Q9BYT3 whole entry, looked up): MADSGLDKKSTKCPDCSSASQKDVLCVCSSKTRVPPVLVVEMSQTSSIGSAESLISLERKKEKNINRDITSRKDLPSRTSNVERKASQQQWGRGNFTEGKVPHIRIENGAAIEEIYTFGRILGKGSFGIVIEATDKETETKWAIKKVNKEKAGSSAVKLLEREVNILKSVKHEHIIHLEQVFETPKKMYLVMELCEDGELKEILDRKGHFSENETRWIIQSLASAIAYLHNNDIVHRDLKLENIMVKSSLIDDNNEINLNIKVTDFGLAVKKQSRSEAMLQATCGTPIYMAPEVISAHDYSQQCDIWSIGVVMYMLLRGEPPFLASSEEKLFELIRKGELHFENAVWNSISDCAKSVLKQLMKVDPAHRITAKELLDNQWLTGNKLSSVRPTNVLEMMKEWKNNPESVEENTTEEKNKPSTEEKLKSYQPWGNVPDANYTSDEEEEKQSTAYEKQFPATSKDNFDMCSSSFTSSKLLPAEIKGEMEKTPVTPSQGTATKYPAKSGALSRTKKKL
OX1R antag-1 = human HCRTR1 antagonism; O43613; CHO/OX1R cells, Fluo-8 calcium fluorescence, orexin A; inhibition, % at 5 µM; 0.43% of 330,000 active; AID 434989;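 active = inhibition above its plate's threshold, mean inhibition of all tested compounds on the plate plus 3 SD, cut at about 37% in these data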;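 note: 0% = orexin A challenge wells and 100% = SB-334867-A antagonist wells; not every result past the cut was called active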
Target sequence (O43613 whole entry, looked up): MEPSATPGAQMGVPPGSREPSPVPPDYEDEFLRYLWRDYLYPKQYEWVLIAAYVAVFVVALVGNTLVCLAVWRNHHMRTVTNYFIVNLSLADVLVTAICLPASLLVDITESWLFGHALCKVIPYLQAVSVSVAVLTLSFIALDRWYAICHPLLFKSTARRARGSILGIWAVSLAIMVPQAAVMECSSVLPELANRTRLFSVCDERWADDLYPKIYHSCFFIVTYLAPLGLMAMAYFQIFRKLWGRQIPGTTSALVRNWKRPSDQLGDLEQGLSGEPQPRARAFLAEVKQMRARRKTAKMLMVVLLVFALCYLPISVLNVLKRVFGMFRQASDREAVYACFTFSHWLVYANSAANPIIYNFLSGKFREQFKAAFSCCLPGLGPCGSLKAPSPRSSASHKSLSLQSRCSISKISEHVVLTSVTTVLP
OX1R antag-2 = antagonists of human orexin 1 receptor (OX1R); OX1R-expressing cells, FRET antagonist read-out; 1.8% of 330,000 active; inhibition, % at 6.6 µM; O43613; AID 485270; in the data active = inhibition mostly above about 38%, no sharp cut-off; inactive = mostly below about 40%;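 note: 0% = agonist challenge alone and 100% = reference antagonist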
* = called active by the depositor; nt = not tested or not shown; & = joins results of further samples.

Values run as follows: STK33 kinase inh	OX1R antag-1	OX1R antag-2
CCOC(=O)c1c(C)[nH]c(O)c1C=Nc1ccccc1
 : 0.5	-11	16
Cc1cc(C(=O)c2ccccc2)nc2ccccc12
 : -0.8	-35	9
COc1ccc2c(COC(=O)CCS(=O)(=O)c3ccc(C)cc3)cc(=O)oc2c1
 : -1.3	-30	20
Cc1ccnc(Nc2nc(-c3ccccc3)cs2)c1
 : -0.1	-29	27
Cc1ccc(/C=N/NC(=O)Cc2cccs2)o1
 : -0.8	4	7
O=C(CCC1CCCC1)Nc1ccccc1-c1ccccc1
 : 0.4	-52	7
CCSc1nnc(NC(=O)CSc2nc(C)cc(C)n2)s1
 : -0.5	-29	12
CCCn1c(C(C)NC(=O)c2ccccc2)n[nH]c1=S (stereo not drawn)
 : -1.4	-3	5
CC1CCCN(c2nc3c(c(=O)n(C)c(=O)n3C)n2Cc2ccccc2)C1 (stereo not drawn)
 : -2.7	-35	19
C=CC(=O)NC(C)(C)Cc1ccccc1
 : -0.6	-21	12
COc1ccc(NC(=O)CCC(=O)N(Cc2ccc(OC)c(OC)c2)c2nccs2)cc1
 : -3.4	-2	16
COc1ccc(N(Cc2nnc3n2CCCCC3)C(=O)Nc2ccccc2)cc1
 : 0.0	2	20
Cc1ccc(CNS(=O)(=O)c2c(C(=O)N3CCCCCC3)c(C)n(C)c2C)cc1
 : -0.3	-20	9
Cn1c(=O)[nH]c(=O)c2c1nc(N1CCCCC1)n2CC(O)COc1ccccc1 (stereo not drawn)
 : 0.4	2	29
O=C1NN=C(c2ccc(Cl)cc2)CC1c1c[nH]c2ccccc12 (stereo not drawn)
 : 1.6	-6	17
O=C(CCN1C(=O)/C(=C/c2ccc3c(c2)OCO3)SC1=S)Nc1ccc(C(=O)O)cc1
 : 0.8	-16	5
O=C(COc1ccc(Cl)cc1)N1CCN(Cc2ccc3c(c2)OCO3)CC1
 : 1.9&3.8	-10&-6	21&26
C/C(=N/NC(=O)c1ccc(Cl)s1)c1cccnc1
 : 8.3	-24	32
Cc1coc2cc3oc(=O)c(CCC(=O)NCCN4CCOCC4)c(C)c3cc12
 : 0.9	0	9
COc1ccc(CNC(=O)c2ccc(Cn3cc(Cl)cn3)o2)cc1
 : 0.6	-10	12
CCN1CCN(c2ccc(S(=O)(=O)N3CCCCC3)cc2NC(=O)CC(NC(C)=O)c2ccccc2)CC1 (stereo not drawn)
 : -0.5	-20	17
CCOc1ncccc1C(=O)NCc1ccccc1F
 : -2.5	-19	31
CCc1ccc(OCC(=O)N/N=C(\C)c2ccc(-n3ccnc3)cc2)cc1
 : -0.4	-21	-1
CCOC(=O)CSc1nc(-c2ccccc2)nc2ccc(C)cc12
 : -0.7	-30	1
C=CCNc1nc(Cl)nc(Nc2ccc(OCC)cc2)n1
 : -0.1	-36	16
C#CCOc1ccc(C2C3=C(CC(C)(C)CC3=O)N(CC(=O)O)C3=C2C(=O)CC(C)(C)C3)cc1
 : -1.7	-7	14
Cc1nn(Cc2ccccc2)c(C)c1NC(=O)CSc1nc2c(c(C(F)(F)F)n1)CCc1ccccc1-2
 : -2.0	-28	11
CSCc1c(C(=O)Nc2ccc(N3CCOCC3)cc2)oc2ccccc12
 : nt	-29	14
COc1ccc([C@@H]2[C@@H]3C(=O)N(C(C)(C)C)C(=O)[C@@H]3[C@]3(Cc4ccccc4)C(=O)N(c4cccc(F)c4)C(=O)N23)cc1
 : -0.4	-51	18
Cc1ccc(CCNC(=O)C2CCN(S(=O)(=O)N3CCCCC3)CC2)cc1
 : -3.8	-14	10
COc1ccc(NC(=O)Nc2ccc3c(c2)CC(=O)N([C@H](C)CO)C[C@@H](C)[C@H](CN(C)C(=O)Nc2ccccc2)O3)cc1
 : -1.0	-4	9
COC(=O)N1CCN(CCc2ccccc2)CC1
 : -0.4	-18	7
Cc1cccc(C(=O)Nc2ccnc(-c3ccncc3)n2)c1
 : -1.8	-20	-13
COCCCNC(=O)c1ccc(Cn2c(=O)c3ccccc3n(Cc3cc(C)ccc3C)c2=O)cc1
 : -0.9	-41	18
O=C(COC(=O)c1ccco1)c1ccc(S(=O)(=O)N2CCCCC2)cc1
 : 0.7	-4	4
COc1ccc(NC(=S)NCCc2ccc(Cl)cc2)c(OC)c1
 : -0.7	-21	21
CCNC(=S)NS(=O)(=O)c1ccc(Cl)cc1
 : -1.5	-7	11
O=C(Nc1ccnn1C1CCN(C2CCC2)CC1)c1ccccc1
 : -1.0	-8	8
COC(=O)CCC(=O)N1CCCC(N2CCN(c3cccc(C(F)(F)F)c3)CC2)C1 (stereo not drawn)
 : 0.7	-25	16
O=C1NC2(CCCCCC2)Oc2ccccc21
 : -0.5	-20	7
CCN(CC)C(=O)CSc1nnc(-c2ccccn2)n1-c1ccccc1OC
 : -0.5	-21	10
O=C(NCc1ccccc1Cl)C1CCN(S(=O)(=O)c2cccs2)CC1
 : -0.4	-10	7
COCCN1C(=O)C(O)=C(C(C)=O)C1c1ccc(F)cc1 (stereo not drawn)
 : -0.2	-14	17
Cc1cc(N(CC(=O)NC(C)C)S(C)(=O)=O)ccc1Br
 : -1.2	11	24
COc1ccc(CCN(Cc2ccccn2)C(=S)Nc2ccccc2Cl)cc1OC
 : -1.6	-7	41*
CCCc1c(C)[nH]c2ccc(NC(C)=O)cc2c1=O
 : -1.7	-12	5
Cc1ccc2[nH]c(=O)cc(C(=O)OCC(=O)c3ccccc3)c2c1
 : -2.6	-10	20
O=C1CC2(CCN(C(=O)c3ccccc3[N+](=O)[O-])CC2)Oc2ccccc21
 : -0.6	-2	2
COc1ccc(CCC(=O)OCC(=O)c2c(N)n(CC(C)C)c(=O)n(C)c2=O)cc1
 : 0.1	24	41
O=C(Nc1sccc1C(=O)N1CCOCC1)c1cccnc1
 : -0.6	-5	0
Cc1nn(C)c(N)c1C(O)(c1nccn1C)C(F)(F)F (stereo not drawn)
 : -1.2	-23	21
O=C(NNC(=S)NC(=O)c1cccnc1)c1ccc(Cl)cc1
 : -0.9	-1	-3
CCOc1ncccc1C(=O)OCC(=O)Nc1cc(C)ccc1C
 : -1.1	-2	15
CCCc1nnc(NC(=O)C(CC)OC(=O)c2cc(C)nc3ccccc23)s1 (stereo not drawn)
 : -0.5	-37	3
O=[N+]([O-])c1ccc2[nH]c(O)c(N=NC(=S)NCC3CCCO3)c2c1 (stereo not drawn)
 : nt	1	20
COc1ccc(NC(=S)NCc2ccc(F)cc2)c(OC)c1
 : -0.3	-13	-8
CCN(CC)CCNC(=O)/C(=C\c1cccn1C)NC(=O)c1cccs1
 : -1.6	2	15
O=C(Nc1nncs1)C12CC3CC(CC(C3)C1)C2
 : 0.1	-6	7
COc1ccccc1OCc1ccc(C(=O)NC(C)c2ccccc2)o1 (stereo not drawn)
 : 0.7	-8	-5
CN1CCN(CCC(=O)N/N=C/c2cc3c(cc2[N+](=O)[O-])OCO3)CC1
 : -0.6	4	31

Reprinted at random: 2 records from the list, in no set order.
Values run as follows: STK33 kinase inh	OX1R antag-1	OX1R antag-2
CCOC(=O)c1c(C)[nH]c(O)c1C=Nc1ccccc1
 : 0.5	-11	16
O=C(CCN1C(=O)/C(=C/c2ccc3c(c2)OCO3)SC1=S)Nc1ccc(C(=O)O)cc1
 : 0.8	-16	5

Next records follow.
Values run as follows: STK33 kinase inh	OX1R antag-1	OX1R antag-2
O=C(CCn1nc(-c2ccccc2)c2ccccc2c1=O)NCC1CCCO1 (stereo not drawn)
 : -0.2	-24	20
COc1cc(C(=O)OC(C)C(=O)NC2CCCCC2C)c([N+](=O)[O-])cc1OC (stereo not drawn)
 : -1.0	-9	30
CCCN1C2CCCC1CC(NC(=O)c1ccccc1OCC)C2 (stereo not drawn)
 : -0.1	-14	20
COc1ccc(-c2nnc3n(CCc4ccccc4)c(=O)c4ccccc4n23)c(OC)c1
 : -0.2	-20	17
C[C@H](NC(=O)c1nc[nH]c1C(=O)N[C@@H](C)c1ccccc1)c1ccccc1
 : -0.9	-30	6
CC(NC(=O)c1ccco1)C(=O)OCC(=O)N1CCCCCC1 (stereo not drawn)
 : -0.4	1	-5
CCCn1c(N)c(N(CCOC)C(=O)COC(=O)c2ccccc2NCCO)c(=O)[nH]c1=O
 : -1.6	-17	10
Cn1cc(S(=O)(=O)N2CCc3ccccc32)cc1C(=O)NC(C)(C)C
 : -0.3	-10	7
CCOC(=O)C1CCCN(c2c(NCCCN(CC)c3ccccc3)c(=O)c2=O)C1 (stereo not drawn)
 : 0.3	-20	13
COc1ccc(NC(=S)N(CCO)Cc2ccccc2)cc1
 : 0.4	0	0
N#C/C(=C(/O)c1ccc2c(c1)OCO2)c1nc2cc(C(F)(F)F)ccc2s1
 : -0.1	-7	58*
Cc1onc(-c2ccccc2)c1C(=O)N1CCCCCC1
 : -0.4	-12	-8
COc1ccc(C/C(C)=N/NC(=O)c2cccnc2)cc1
 : -0.8	-16	10
O=C(COc1ncnc2c(Cl)cc(Cl)cc12)N1CCCCC1
 : -0.5	-14	7
O=C(CNC(=O)c1ccc(Cl)cc1)Nc1ccccc1C(F)(F)F
 : 0.4	-7	10
CCCOc1ccc(Cl)cc1Nc1nc(NCCO)nc(N2CCCC2)n1
 : -0.9	-23	17
CCCCC(NC(=O)Cc1c(C)c2cc3c4c(oc3c(C)c2oc1=O)CCCC4)C(=O)O (stereo not drawn)
 : -0.5	3	1
Cc1cc(S(=O)(=O)N2CCOCC2)ccc1OCC(=O)Nc1ccc(F)cc1F
 : -1.1	1	5
O=C(OCCCN1CCCCC1)c1ccc(O)cc1
 : -0.6	-15	17
CS(=O)(=O)N1CCN(C(=O)c2cc(-c3ccccc3)nc3ccccc23)CC1
 : 1.0	-2	9
COc1cccc(NC(=O)c2ccccc2N2C(=O)C3C4C=CC(C4)C3C2=O)c1 (stereo not drawn)
 : -1.1	-2	24
CCOC(=O)C1CCCN(c2c(NCCCN(C)Cc3ccccc3)c(=O)c2=O)C1 (stereo not drawn)
 : -0.8	-1	4
COc1ccc(CC(=O)Nc2c(C(=O)N3CCN(c4ncccn4)CC3)oc3ccccc23)cc1
 : -0.3	-33	15
c1ccc(N2CCOCCOCCOCCOCCOCC2)cc1
 : 0.0	-6	16
COc1ccc(-n2c(C)cc(C(=O)CCl)c2C)cc1
 : -2.2	-1	23
COc1ccc(NC(=O)c2cccc(OC(F)F)c2)cc1Cl
 : 2.2	20	15
CCCCNC(=O)COC(=O)c1ccc(Cl)c(S(=O)(=O)N2CCCC2)c1
 : 0.1	-28	10
Cc1ccc([C@@H]2[C@@H]3C(=O)N(C)C(=O)[C@@H]3[C@]3(Cc4ccccc4)C(=O)N(Cc4ccccc4)CC(=O)N23)o1
 : -0.2	-31	19
CN1CCC(OC(=O)COc2ccccc2)CC1
 : -1.1	-5	6
Cc1cccc(N/C(N)=N/c2nc(C)cc(C)n2)c1
 : -1.3	17	14
CNS(=O)(=O)c1cccc(C(=O)OCC(=O)c2ccc[nH]2)c1
 : 0.5	4	-5
COCC1CCCCN1C(=O)c1cccc(OC2CCN(S(C)(=O)=O)CC2)c1 (stereo not drawn)
 : nt	-4	7
O=C(CSc1nnc(NC(=O)c2ccccc2Cl)s1)Nc1ccc2c(c1)oc1ccccc12
 : 0.5	-2	19
CCOC(=O)NC(Nc1cc(C)ccn1)(C(F)(F)F)C(F)(F)F
 : -1.1	-5	-26
CN(C(=O)CS(=O)(=O)c1cn(CC(=O)N2CCCC2)c2ccccc12)c1ccccc1
 : -0.6	-17	13
O=C(c1ccco1)N1CCCN(Cc2cn[nH]c2-c2ccc(-c3ccccc3)cc2)CC1
 : 0.3	-18	18
COc1ccc(NC(=S)NC(NC(=O)c2ccccc2Cl)C(Cl)(Cl)Cl)c([N+](=O)[O-])c1 (stereo not drawn)
 : 0.2	-16	14
Cc1ccc(NC(=O)NC2CCN(CC(=O)Nc3nccs3)CC2)cc1
 : -2.5	-20	22
O=C(Nc1cccc(S(=O)(=O)N2CCCCCC2)c1)c1ccc(=O)[nH]c1
 : 0.5	-12	3
O=C1OC[C@H]2CCCN2C(=O)[C@@H](CC(=O)N(CCO)Cc2ccccc2)C/C=C\C[C@@H]1Cc1ccc(F)cc1
 : -0.5	-14	9

Grouped by structure, the entries above with an NH in an aromatic ring
Values run as follows: STK33 kinase inh	OX1R antag-1	OX1R antag-2
CCOC(=O)c1c(C)[nH]c(O)c1C=Nc1ccccc1
 : 0.5	-11	16
CCCn1c(C(C)NC(=O)c2ccccc2)n[nH]c1=S (stereo not drawn)
 : -1.4	-3	5
Cn1c(=O)[nH]c(=O)c2c1nc(N1CCCCC1)n2CC(O)COc1ccccc1 (stereo not drawn)
 : 0.4	2	29
O=C1NN=C(c2ccc(Cl)cc2)CC1c1c[nH]c2ccccc12 (stereo not drawn)
 : 1.6	-6	17
CCCc1c(C)[nH]c2ccc(NC(C)=O)cc2c1=O
 : -1.7	-12	5
Cc1ccc2[nH]c(=O)cc(C(=O)OCC(=O)c3ccccc3)c2c1
 : -2.6	-10	20
O=[N+]([O-])c1ccc2[nH]c(O)c(N=NC(=S)NCC3CCCO3)c2c1 (stereo not drawn)
 : nt	1	20
C[C@H](NC(=O)c1nc[nH]c1C(=O)N[C@@H](C)c1ccccc1)c1ccccc1
 : -0.9	-30	6
CCCn1c(N)c(N(CCOC)C(=O)COC(=O)c2ccccc2NCCO)c(=O)[nH]c1=O
 : -1.6	-17	10
CNS(=O)(=O)c1cccc(C(=O)OCC(=O)c2ccc[nH]2)c1
 : 0.5	4	-5
O=C(c1ccco1)N1CCCN(Cc2cn[nH]c2-c2ccc(-c3ccccc3)cc2)CC1
 : 0.3	-18	18
O=C(Nc1cccc(S(=O)(=O)N2CCCCCC2)c1)c1ccc(=O)[nH]c1
 : 0.5	-12	3
